# Akt phos inh = Akt phosphorylation inhibition; Neuro2A IGF-stimulated pAkt S473 HTRF, 20 min; stronger effect = lower value; 0.32% of 360,000 active; activity change, % for hits at 50 µM; in the data active means activity change below about -80%; inconclusive means mostly about -51% to -80%; further: on the % scale 0 is the no-effect control and ±100 the full control effect
#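 Neuro2A cells in DMEM with 0.5% FBS, overnight at 37 deg C, given compound at single 50 µM final, then IGF (6 nM final) for 20 min at 37 deg C. Lysed; phospho-Akt Ser473 by HTRF after 24 h, 665/615 ratio.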
# HEK293 tox = cytotoxicity counter-screen for GLP-1 receptor inverse agonists; HEK293 cAMP-luciferase reporter cells, luminescence, 24 h; Potency, µM (top dose mostly 38.3 µM), for inactives: at the top dose activity change, negative = inhibition, hits mostly inhibitors; 0.13% of 410,000 active;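 further: loss of luciferase light is scored as toxicity; potency means the concentration at half of the fitted maximal effect; on the % scale 0 is the no-effect control and ±100 the full control effect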
#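 Step one: seed cells (200 cells/uL, DMEM with 10% Nu serum, 1% pen-strep). Step two: 12-hour incubation at 37 deg C. Step three: pin 23 nL compound, incubate 24 hr. Step four: add luciferase reagent, read luminescence 12 min later.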
# TDP43 rescue = rescues yeast growth from TDP-43 toxicity; AID 652104; 1.8% of 410,000 active; Potency, µM (highest dose often 46.1 µM), for inactives: at the highest dose growth rescue (activation), hits mostly activators; TDP-43 expressing yeast growth rescue, BacTiter-Glo, 24 h; further: potency means the concentration at half of the fitted maximal effect; % of control where 0% means no effect; nearly all actives have a fitted effect of over 50% in size
#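 In this qHTS, compounds that restore growth of yeast expressing TDP-43 appear as activators. Cells (OD600=0.02, galactose medium, raffinose-pregrown) are incubated with compound 24 hr at 30 deg C and growth is quantified by BacTiter-Glo.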
# PTHR1 ag = PTHR1 (human) receptor agonism. Q03431. HEK293 GP2 PTHR1 cells, GloSensor cAMP luminescence, 1 h. Potency, µM (titrated, usually from 115 µM), for inactives: at the top dose activation, usual class: activators. 0.075% of 410,000 active; further: potency means the concentration at half of the fitted maximal effect; nearly all actives have a fitted effect of over 55% in size; some results filed as inactive show a strong effect at the top dose; inactives centre near -15; many of its hits are not listed in these tables
# Target sequence (Q03431 whole entry, looked up): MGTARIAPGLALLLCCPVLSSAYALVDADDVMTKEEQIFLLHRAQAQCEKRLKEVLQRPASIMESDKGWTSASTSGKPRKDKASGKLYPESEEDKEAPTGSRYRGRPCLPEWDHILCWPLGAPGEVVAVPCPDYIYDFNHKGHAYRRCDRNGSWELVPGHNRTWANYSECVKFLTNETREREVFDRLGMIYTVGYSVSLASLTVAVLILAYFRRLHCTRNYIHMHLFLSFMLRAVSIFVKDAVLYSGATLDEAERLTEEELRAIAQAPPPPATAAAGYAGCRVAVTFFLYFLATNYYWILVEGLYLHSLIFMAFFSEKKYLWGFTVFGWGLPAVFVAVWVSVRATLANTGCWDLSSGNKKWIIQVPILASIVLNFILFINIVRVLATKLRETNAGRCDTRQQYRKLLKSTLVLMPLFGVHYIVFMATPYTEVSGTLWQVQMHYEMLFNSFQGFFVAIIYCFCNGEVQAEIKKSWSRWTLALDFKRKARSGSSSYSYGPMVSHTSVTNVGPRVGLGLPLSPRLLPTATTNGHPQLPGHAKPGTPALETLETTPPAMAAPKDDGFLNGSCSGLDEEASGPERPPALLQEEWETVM
#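 HEK-293-derived GP2 cells expressing PTHR1 and a GloSensor cAMP reporter, 3,000/well, plated overnight, given luciferin plus IBMX (each 0.5 mM as added) for 1 h at 37 °C, then compound for 1 h at 37 °C. Luminescence was read after 15 min at room temperature.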
# Mm-Cpn inhibitor = blocks the Methanococcus maripaludis chaperonin Mm-Cpn. purified Mm-Cpn ATPase, ADP Transcreener TR-FRET. Potency, µM (series often up to 76.9 µM), without a hit: at the highest dose activity, negative = inhibition, most hits filed as inhibitors. 0.031% of 330,000 active. AID 504842; further: potency means the concentration at half of the fitted maximal effect; on the % scale 0 is the no-effect control and ±100 the full control effect; nearly all actives have a fitted effect of over 80% in size
#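 Measured: ADP formation by purified Mm-CPN. Conditions: 25 nM protein, 10 uM ATP, Tris pH 7.4 with Mg2+, K+ and DTT, 37°C for 30 min. Detection: Transcreener HTRF after 30 min at room temperature.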
# Abeta rescue = A-beta toxicity reversal in yeast; Potency, µM (top dose mostly 46.1 µM), without a hit: at the top dose growth rescue, hits mostly activators; 0.063% of 410,000 active; yeast expressing A-beta42, growth rescue, OD600, 48 h; response scale: 0% DMSO, 100% iron-clioquinol control; further: potency means the concentration at half of the fitted maximal effect; nearly all actives have a fitted effect of over 55% in size
#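 Yeast A-beta toxicity model in growth medium with pinned compounds, 48 h at 30 C; growth read as absorbance at 600 nm. Normalized to FeCl3/clioquinol equimolar mix (positive) and DMSO (negative).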
# FUS yeast rescue = rescues growth of FUS-expressing yeast; S. cerevisiae FUS-expressing, growth rescue, OD600, 24 h; Potency, µM (highest dose often 76.6 µM), without a hit: at the highest dose growth rescue (activation), usual class: activators; 0.24% of 390,000 active;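 further: potency means the concentration at half of the fitted maximal effect; plate controls were DMSO vehicle for no effect and reference control for full effect; nearly all actives have a fitted effect of over 55% in size; some results filed as inactive show a strong effect at the top dose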
#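 Quantitative HTS measuring growth restoration of FUS-toxic yeast. Galactose-induced cells (OD 0.005) were exposed 24hr at 30C to compounds at several concentrations, then absorbance at 600 nm was recorded.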
# aSyn rescue = inhibitors of alpha-synuclein toxicity in yeast; 0.14% of 370,000 active; Yeast expressing alpha-synuclein, growth rescue, BacTiter-Glo, 24 h; Potency, µM (highest dose often 46.1 µM), without a hit: top-dose growth rescue (activation), usual class: activators; AID 652106; further: potency means the concentration at half of the fitted maximal effect; % of control where 0% means no effect; nearly all actives have a fitted effect of over 65% in size
#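 Readout is rescue of growth in alpha-synuclein-expressing yeast, so inhibitors of toxicity appear as activators. Growth after 24 hr at 30 deg C in galactose medium is quantified by luminescence.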
# GLP-1R inv ag = inverse agonists of human GLP-1 receptor. P43220. HEK293 GLP-1R CRE-luciferase, luminescence, 24 h; GLP-1R form is constitutively active. Potency, µM (series often up to 38.3 µM), for inactives: top-dose activity change, negative = inhibition, usual class: inhibitors. 1.6% of 410,000 active. AID 624417; further: potency means the concentration at half of the fitted maximal effect; on the % scale 0 is the no-effect control and ±100 the full control effect; nearly all actives have a fitted effect of over 55% in size
# Target sequence (P43220 whole entry, looked up): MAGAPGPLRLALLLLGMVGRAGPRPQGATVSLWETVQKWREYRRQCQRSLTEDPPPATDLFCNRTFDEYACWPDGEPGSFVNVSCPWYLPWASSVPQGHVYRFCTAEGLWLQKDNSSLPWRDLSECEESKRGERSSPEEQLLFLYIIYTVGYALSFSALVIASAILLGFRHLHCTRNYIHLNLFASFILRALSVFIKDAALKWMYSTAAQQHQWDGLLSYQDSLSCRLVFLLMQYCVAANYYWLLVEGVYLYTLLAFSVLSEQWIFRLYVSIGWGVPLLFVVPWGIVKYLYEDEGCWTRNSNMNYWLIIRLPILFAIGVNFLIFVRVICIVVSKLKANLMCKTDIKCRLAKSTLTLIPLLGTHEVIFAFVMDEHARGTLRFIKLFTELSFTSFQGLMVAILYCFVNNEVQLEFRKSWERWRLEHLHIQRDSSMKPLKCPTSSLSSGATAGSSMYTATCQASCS
#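 HEK293 cells stably co-expressing constitutively active GLP-1R and a cAMP-responsive luciferase reporter were seeded in DMEM with 10% Nu serum, given compounds after 12 h, and incubated 24 h at 37 deg C. Luminescence was then read.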
# An asterisk follows results filed as active; i = inactive; ? = inconclusive; . = not tested or not shown; [ ] = remark or other dose. Unless noted, the call rests on the fitted dose curve; in most records, active means well fitted curve in the direction sought with a large enough effect; inconclusive means small, poorly fitted or top-dose-only effect, or another doubt; inactive means no such curve, though single readings can be large; an effect the other way counts as inactive or inconclusive. Only part of the results is shown; the hit share may differ from the screen's.
SMILES,Akt phos inh,HEK293 tox,TDP43 rescue,PTHR1 ag,Mm-Cpn inhibitor,Abeta rescue,FUS yeast rescue,aSyn rescue,GLP-1R inv ag
CC1CN(C(=O)c2ccc(C(=O)c3ccccc3)cc2)CC(C)O1 (configuration not stated),i,4%,-15%,i,0%,6%,-5%,4%,10%
COc1ccc(CCNC(=O)c2ccc(SC)cc2OC)cc1,i,-1%[7.66 µM],7%[9.22 µM],-30%,3%,-24%,21%,-9%,-25%[7.66 µM]
COc1ccc(/C=C/C(=O)OCC(=O)NC2CCCC2)cc1,i,-2%,?,-20%,1%,2%,-10%,3%,-8%
CCCCCCC1CC(CSc2ncn[nH]2)OC1=O (configuration not stated),i,4%,-14%,i,1%,-6%,6%,-3%,0%
COc1ccc2cc(/C=N/NC(=O)c3ccc(CN(c4cccc(Cl)c4Cl)S(C)(=O)=O)cc3)c(Cl)nc2c1,i,1%,-12%,i,-25%,0%,.,-1%,-58%
O=C(COC(=O)c1cc(-c2ccccc2)nc2c(Cl)cccc12)c1ccc(F)cc1,.,-3%,17%,i,.,-13%,5%,.,17%
Cc1ccc(-c2csc(-c3cc4c([nH]c3=O)CC(c3ccccc3)CC4=O)n2)cc1 (configuration not stated),.,-19%,-5%,0%,.,-3%,2%,.,?
Cc1ccnc(N2CCC(C(=O)NNC(=O)COc3cccc4ccccc34)CC2)n1,i,2%,-30%[0.397 µM],-26%,-4%,14%,9%,-4%,-1%
CC(C)(C)OC(=O)C[C@H]1C/C=C\C[C@@H](CC(=O)N(CCO)Cc2ccccc2)C(=O)NCCOC1=O,i,2%,17%,i,0%,-13%,8%,-7%,-7%
COc1ccc(CC(=O)N2N=C(C)CC2(O)c2cccnc2)cc1OC (configuration not stated),i,3%,16%,i,1%,6%,.,-1%,10%
Nc1cc(=O)[nH]c(SCC(=O)N2CCCCC2)n1,i,8%[7.66 µM],5%[9.22 µM],-16%,1%,1%,11%,1%,6%[7.66 µM]
O=C(CSc1ncccc1C(=O)O)c1ccc2ccccc2c1,i,5%,-27%,-28%,-1%,4%,17%,0%,?
Cc1ccc(NC(=O)Cc2ccc([N+](=O)[O-])cc2)c(Br)c1,i,-3%,?,-5%,0%,7%,.,-8%,0%
CCN(CC(=O)NCc1cccs1)C(=O)c1ccc(S(=O)(=O)N(C)c2ccccc2)cc1,i,11%,-3%,i,2%,-4%,32%,-2%,-12%
Cc1ccc(S(=O)(=O)NC(CC(=O)O)c2ccco2)cc1 (configuration not stated),i,15%,-23%,-8%[57.5 µM],-1%,-23%,24%,-8%,4%
COCc1cc(=O)[nH]c(Cc2c(Cl)cccc2Cl)n1,i,-1%,-12%,-26%,1%,0%,-2%,0%,22%
COc1ccc(NC(=O)Cn2c(=O)n(Cc3ccccc3Cl)c(=O)c3cc(OC)c(OC)cc32)cc1OC,.,-5%,13%,-8%,.,-16%,27%,.,-4%
CC(C)c1ccccc1NC(=O)COC(=O)Cc1c[nH]c2ccccc12,i,69%[activator],12%,i,-1%,2%,.,7%,0%
COC(=O)CN1CC(=O)N(c2ccccc2)C1=S,i,5%,-9%[9.22 µM],i,-2%,-1%,-13%,-4%,1%
COc1cccc(Cn2c(SCC(=O)N3CCN(c4ccc(F)cc4)CC3)nc3ccccc32)c1,.,2%,26%,-16%,.,5%,-3%,.,2%
CNc1ccccc1C(C)(C)c1cc(-c2cccc(Br)c2)no1,i,-2%,-4%[9.22 µM],-43%[inhibitor],-2%,?,23%,-6%,2.8µM*
CCOc1ccccc1NC(=O)Nc1nnc(N2CCCCCC2)s1,.,0%,0%[9.22 µM],-8%,.,-13%,1%,.,3%
CC(C)(C)C1CCC2(CC1)SCC(=O)N2c1ccccc1 (configuration not stated),i,-22%,-2%,-7%[57.5 µM],3%,20%,-11%,21%,8%
Cc1noc(C)c1C(=O)OCC(=O)NCCc1ccc(S(N)(=O)=O)cc1,i,21%,21%,i,-1%,-7%,8%,3%,7%
COc1cccc(N2C(=NC(=O)C3CCCCC3)SC3CS(=O)(=O)CC32)c1 (configuration not stated),i,-7%,1%,i,-1%,17%,21%,-2%,14%
CN1CCN(C(=O)OCCOCCOC(=O)N2CCN(C)CC2)CC1,i,14%,-5%,i,.,9%,-13%,3%,13%
CCC(=O)Nc1cnc(NC(=O)c2cccc(F)c2)cc1C,i,-8%,-4%,-2%[57.5 µM],0%,-1%,4%,-9%,?
CCN(CC)S(=O)(=O)c1ccc(NC(=O)c2c(-c3ccccc3)noc2C)cc1,i,-21%,30%,i,0%,4%,8%,9%,?
CCC(=O)N1N=C(c2ccc(NS(C)(=O)=O)cc2)CC1c1ccc(C)cc1 (configuration not stated),i,-24%,-16%,-27%[57.5 µM],-5%,6%,32%,1%,2%
COC(=O)c1cc(Cc2ccc(N)c(C(=O)OC)c2)ccc1N,i,-2%,?,-13%[57.5 µM],-1%,25%,21%,0%,-1%
CCC1CCC(C(=O)NC(C(=O)NCCCN2CCCCC2C)C(C)C)CC1 (configuration not stated),i,1%,4%,i,0%,-2%,12%,-4%,16%
O=C(O)c1ccc(-n2c(/C=C/c3ccccc3)nc3ccccc3c2=O)cc1,i,2%,-7%,-34%[inhibitor],2%,5%,-36%,0%,6%
O=C(COc1ccc(S(=O)(=O)N2CCOCC2)cc1)N1CCCCCC1,i,-1%[7.66 µM],4%[9.22 µM],i,2%,5%,19%,0%,-19%[7.66 µM]
CN(CC(=O)Nc1cccc(F)c1)C(=O)c1sc2ccccc2c1Cl,i,0%,?,-10%,2%,12%,20%,7%,?
CCOc1ccc(OCCC(=O)N(CCC2=CCCCC2)c2c(N)n(Cc3ccccc3)c(=O)[nH]c2=O)cc1,i,3%,-2%,i,0%,6%,14%,-7%,-26%
CCOC(=O)C1=C(c2ccccc2)Nc2ncnn2C1c1ccc(OC)c(OC)c1OC (configuration not stated),i,-2%,-22%,-8%[57.5 µM],0%,13%,9%,5%,4%
O=C1[C@H]2[C@@H](c3ccc(Cl)cc3)N3C(=O)N(c4cccc(F)c4)C(=O)[C@@]3(Cc3ccccc3)[C@H]2C(=O)N1C1CCCCC1,i,-16%,-1%,-6%,-3%,3%,11%,2%,?
COc1ccc(CC(=O)NCC(C)(C)N2CCOCC2)cc1,i,2%,9%,i,-1%,-24%,8%,4%,12%
COc1cc(OC)cc(C(=O)N/N=C/c2ccc(OC)c(COc3ccc4ccccc4c3)c2)c1,i,?,-22%,i,-1%,-9%,?,14%,?
CCOC(=O)c1c(NC(=O)c2cc(C)oc2C)sc(C(=O)Nc2ccc(Cl)cc2)c1C,i,4%,-8%,-4%,-3%,-4%,25%,2%,26%
O=C(O)c1ccc(S(=O)(=O)NCc2ccc3c(c2)OCO3)cc1,i,8%,-4%,i,-1%,-15%,0%,-3%,11%
c1coc(-c2nnc(SCc3cn4ccccc4n3)o2)c1,i,52%[activator],-1%,-3%[57.5 µM],-2%,10%,-3%,-4%,56%[activator]
CSc1ncccc1C(=O)NCc1ccccc1Cl,i,-24%,12%,i,-1%,10%,6%,-1%,23%
CCN(CC(=O)Nc1ccccc1C(F)(F)F)C(=O)c1ccc2c(=O)n3c(nc2c1)CCC3,i,6%,8%,-28%,0%,-3%,4%,1%,21%
Cc1sc(NC(=O)c2cc(-c3ccccc3)nc3ccccc23)c(C(N)=O)c1C,i,4%,0%,-7%,?,-7%,.,-23%,-20%
CC(=O)OC1CCC2C3CCC4=C(CC(F)C(=O)C4)C3CCC12C (configuration not stated),i,-2%,-91%[inhibitor],i,.,-93%[inhibitor],19%,0%,7%
C=CCC1(C(=O)NCCO)CCN(C(=O)OC(C)(C)C)CC1,i,-1%,-6%,-15%,-1%,-7%,5%,-4%,7%

# 4 of the compounds above, as labelled records.
> CCOc1ccc(OCCC(=O)N(CCC2=CCCCC2)c2c(N)n(Cc3ccccc3)c(=O)[nH]c2=O)cc1
  Akt phos inh = i
  HEK293 tox = 3%
  TDP43 rescue = -2%
  PTHR1 ag = i
  Mm-Cpn inhibitor = 0%
  Abeta rescue = 6%
  FUS yeast rescue = 14%
  aSyn rescue = -7%
  GLP-1R inv ag = -26%

> CSc1ncccc1C(=O)NCc1ccccc1Cl
  Akt phos inh = i
  HEK293 tox = -24%
  TDP43 rescue = 12%
  PTHR1 ag = i
  Mm-Cpn inhibitor = -1%
  Abeta rescue = 10%
  FUS yeast rescue = 6%
  aSyn rescue = -1%
  GLP-1R inv ag = 23%

> c1coc(-c2nnc(SCc3cn4ccccc4n3)o2)c1
  Akt phos inh = i
  HEK293 tox = 52%[activator]
  TDP43 rescue = -1%
  PTHR1 ag = -3%[57.5 µM]
  Mm-Cpn inhibitor = -2%
  Abeta rescue = 10%
  FUS yeast rescue = -3%
  aSyn rescue = -4%
  GLP-1R inv ag = 56%[activator]

> COc1cc(OC)cc(C(=O)N/N=C/c2ccc(OC)c(COc3ccc4ccccc4c3)c2)c1
  Akt phos inh = i
  HEK293 tox = ?
  TDP43 rescue = -22%
  PTHR1 ag = i
  Mm-Cpn inhibitor = -1%
  Abeta rescue = -9%
  FUS yeast rescue = ?
  aSyn rescue = 14%
  GLP-1R inv ag = ?

# Screens deposited in PubChem by National Center for Advancing Translational Sciences (NCATS).
